High-throughput results as filed in PubChem BioAssay.
PAFAH1B2 inh: inhibitors of human PAFAH1B2. recombinant PAFAH1B2, FP-rhodamine activity probe, fluorescence polarization. 1.2% of 340,000 active. inhibition, % at 3.39 µM;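 active = inhibition above the mean of all tested compounds plus 3 SD, cut at about 24% in these data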;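 note: 0% = enzyme with DMSO and 100% = wells lacking PAFAH1B2; many of its hits are not listed in these tables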
pPAFAH FP inh: inhibitors of human plasma PAF acetylhydrolase (pPAFAH); Q13093; recombinant pPAFAH, FP-rhodamine probe fluorescence polarization; inhibition, % at 3.39 µM; 1.5% of 330,000 active;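 active = inhibition above the mean inhibition across the screen plus 3 SD, cut at about 25% in these data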;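 note: inhibitors block binding of the rhodamine activity-based probe so polarization drops; 0% = enzyme with DMSO and 100% = wells lacking pPAFAH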
LYPLA2 inh: LYPLA2 (human) inhibition in PME1 counter-screen. O95372. inhibition, % at 5.9 µM. 0.38% of 320,000 active. AID 2177. recombinant LYPLA2, FP-Rh probe fluorescence polarization;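 active = inhibition above the screen-wide mean plus 3 SD, limit set per campaign, cut at about 26% in these data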;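 note: 0% = LYPLA2 with DMSO and 100% = wells lacking LYPLA2 enzyme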
GSTO1 counter: GSTO1 inhibition, counter-screen for RBBP9 inhibitors | recombinant GSTO1, activity-based probe fluorescence polarization | P78417 | inhibition, % at 5.96 µM | 1.1% of 300,000 active;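 active = inhibition above the campaign mean inhibition plus 3 SD, cut at about 35% in these data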;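 note: 0% = GSTO1-1 with DMSO and 100% = wells lacking GSTO1-1 enzyme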
Target sequence (P78417 whole entry, looked up): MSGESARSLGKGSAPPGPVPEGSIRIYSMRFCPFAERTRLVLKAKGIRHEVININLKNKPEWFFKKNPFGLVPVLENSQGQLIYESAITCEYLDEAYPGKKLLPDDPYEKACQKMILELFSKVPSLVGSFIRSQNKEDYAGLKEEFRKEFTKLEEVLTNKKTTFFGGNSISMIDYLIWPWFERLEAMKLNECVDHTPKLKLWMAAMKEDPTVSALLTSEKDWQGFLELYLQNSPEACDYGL
PAD4 inh: blocks human protein arginine deiminase 4 | recombinant PAD4, RCA probe fluorescence polarization | inhibition, % at 6.36 µM | 0.41% of 330,000 active | Q9UM07 | AID 485272;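 active = percent inhibition above a cutoff equal to the mean of all tested compounds plus 3 SD, cut at about 15% in these data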;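 note: 0% = PAD4 with RCA probe and DMSO and 100% = probe without PAD4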
PREPL inh: human PREPL enzyme inhibition. Q4J6C6. recombinant PREPL, fluorescence polarization activity-based probe. inhibition, % at 5.96 µM. 0.68% of 320,000 active; in the data active = inhibition above about 43%;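 note: 0% = enzyme with DMSO and 100% = wells lacking enzyme; many of its hits are not listed in these tables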
PAFAH1B3 inh: inhibitors of human PAFAH1B3 | Q15102 | recombinant PAFAH1B3, FP-rhodamine probe, fluorescence polarization | inhibition, % at 3.39 µM | 0.28% of 340,000 active | AID 492972;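 active = inhibition above the screen-wide average of all tested compounds plus 3 SD, cut at about 25% in these data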;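 note: 0% = enzyme with DMSO only and 100% = wells lacking PAFAH1B3 protein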
LYPLA1 counter: counter-screen for PME1 inhibitors: inhibitors of human LYPLA1; O75608; recombinant LYPLA1, FP-Rh probe fluorescence polarization; inhibition, % at 5.9 µM; 0.16% of 320,000 active; AID 2174;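 active = inhibition above the mean of all tested compounds plus 3 SD, set per campaign, cut at about 14% in these data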;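 note: inhibitors block serine hydrolase probe labeling of LYPLA1 so polarization falls; 0% = enzyme with DMSO and 100% = wells lacking LYPLA1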
Target sequence (O75608 whole entry, looked up): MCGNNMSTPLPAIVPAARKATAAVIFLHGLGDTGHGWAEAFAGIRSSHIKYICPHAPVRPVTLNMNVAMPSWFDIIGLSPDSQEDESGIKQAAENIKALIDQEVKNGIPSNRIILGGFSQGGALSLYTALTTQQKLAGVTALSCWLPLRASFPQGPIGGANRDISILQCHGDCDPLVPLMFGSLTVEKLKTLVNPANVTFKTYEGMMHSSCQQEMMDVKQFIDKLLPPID
PME-1 primary: blocks human protein phosphatase methylesterase 1; Q9Y570; recombinant PME-1, FP-Rh probe fluorescence polarization; inhibition, % at 5.9 µM; 0.53% of 320,000 active; AID 2130;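 active = inhibition above the campaign mean of all compounds plus 3 SD, cut at about 26% in these data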;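 note: competitive labeling of PME-1 active site by serine hydrolase directed probe; 0% = PME-1 with DMSO and 100% = wells lacking PME-1 enzyme; inhibitors block probe labeling so polarization falls and inhibition rises; many of its hits are not listed in these tables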
Target sequence (Q9Y570 whole entry, looked up): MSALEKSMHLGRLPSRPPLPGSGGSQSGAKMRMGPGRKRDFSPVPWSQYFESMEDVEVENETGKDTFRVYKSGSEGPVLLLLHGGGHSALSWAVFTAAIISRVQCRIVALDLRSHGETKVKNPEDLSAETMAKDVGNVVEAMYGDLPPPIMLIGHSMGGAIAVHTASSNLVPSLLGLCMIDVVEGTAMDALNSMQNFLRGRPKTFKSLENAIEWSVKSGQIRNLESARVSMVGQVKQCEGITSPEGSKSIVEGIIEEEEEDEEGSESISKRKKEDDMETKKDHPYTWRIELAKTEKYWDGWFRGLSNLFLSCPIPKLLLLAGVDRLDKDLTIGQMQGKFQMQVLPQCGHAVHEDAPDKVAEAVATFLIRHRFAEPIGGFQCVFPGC
The depositor's hits bear a star; · = not tested or not shown.

item	compound	PME-1 primary	LYPLA1 counter	PAD4 inh	LYPLA2 inh	pPAFAH FP inh	PAFAH1B2 inh	PAFAH1B3 inh	PREPL inh	GSTO1 counter
1	CCNC(=O)NC(=O)CSc1nc2ccccc2n1CCOC	2	0	1	3	-1	3	0	-4	-3
2	COc1ccc(-n2sc3ccc(F)cc3c2=O)cc1	6	-1	31*	4	14	0	1	7	·
3	N#CC(Cc1ccccc1OC(F)F)c1nc2ccccc2[nH]1 (configuration not stated)	4	0	-5	6	3	0	-3	6	1
4	CC1CC(C)CN(C(=O)CSc2nnc(-c3ccc(F)cc3)o2)C1 (configuration not stated)	4	-1	-1	-4	2	3	0	-3	5
5	C[C@@H]1CCC2[C@](C)(CO)[C@@H](O)CC[C@]2(C)[C@@]12C[C@](CO)(CC(=O)O)CO2 (some centres not stated)	2	2	-4	7	4	5	-2	3	-5
6	Cc1noc(C)c1COc1ccc(C(=O)N2CCN(c3ccccn3)CC2)cc1	-2	-1	-1	8	3	0	8	4	5
7	COc1ccc(CNC(=O)COc2cc3c(c4oc(=O)cc(C)c24)CCC(C)(C)O3)cc1OC	8	4	1	8	9	21	1	5	8
8	Cc1cc(Cl)nc(NC(=O)Nc2cccc(Cl)c2)n1	0	-3	-6	-2	3	1	11	-4	2
9	Cc1ccc2[nH]c(-c3ccccc3)c(CN3CCOCC3)c(=O)c2c1	-6	1	-13	-10	-8	-2	4	2	-10
10	O=c1c2ccccc2cnn1-c1ccc(Br)cc1	-2	1	-6	-6	1	2	3	-3	-1
11	O=C(COC(=O)C1CCCC1)NCc1ccc(Cl)cc1	4	0	-1	3	13	10	-3	1	6
12	Cc1cc(=O)[nH]c(-c2ccc(Cl)cc2)n1	-2	-3	3	-1	1	4	5	4	1
13	c1ccc(Cc2nnc3n2CCCCC3)cc1	2	0	2	6	-5	2	6	26	9
14	COc1ccccc1NC(=O)C1CCCN(c2cnccn2)C1 (configuration not stated)	2	3	-3	4	-1	8	4	0	3
15	COc1ccc(CNS(=O)(=O)c2ccc3oc(C(=O)O)c(C)c3c2)cc1	4	-2	-10	0	-2	6	2	2	3
16	C[C@H](NC(=O)c1ccco1)C(=O)NCc1cccs1	2	0	3	0	2	4	-2	6	·
17	CCOc1ccc(S(=O)(=O)NCCC(=O)N(C)CC(=O)Nc2ccc(N3CCOCC3)cc2)cc1	1	1	-2	3	10	0	3	0	-2
18	CCOC(=O)CNC(=O)CSc1ncnc2c1nnn2-c1ccc(F)cc1	-2	3	2	6	7	-2	5	9	7
19	CCOC(=O)C(NC(=O)Cc1ccccc1)(Nc1cc(C)on1)C(F)(F)F (configuration not stated)	5	1	-3	1	0	-2	1	-4	-5
20	Cc1cc2oc(C(=O)N(Cc3ccccc3)C3CCS(=O)(=O)C3)c(C)c2cc1C (configuration not stated)	4	0	-3	0	8	5	5	19	2

Two entries from above, reformatted:
Order of values – PME-1 primary	LYPLA1 counter	PAD4 inh	LYPLA2 inh	pPAFAH FP inh	PAFAH1B2 inh	PAFAH1B3 inh	PREPL inh	GSTO1 counter
18	CCOC(=O)CNC(=O)CSc1ncnc2c1nnn2-c1ccc(F)cc1
→ -2	3	2	6	7	-2	5	9	7
11	O=C(COC(=O)C1CCCC1)NCc1ccc(Cl)cc1
→ 4	0	-1	3	13	10	-3	1	6

Further compounds:
item	compound	PME-1 primary	LYPLA1 counter	PAD4 inh	LYPLA2 inh	pPAFAH FP inh	PAFAH1B2 inh	PAFAH1B3 inh	PREPL inh	GSTO1 counter
21	CSc1ncc(CN2CCCC(C(=O)c3ccc(C(C)(C)C)cc3)C2)cn1 (configuration not stated)	2	-2	-2	-3	6	15	1	-8	5
22	O=C(c1ccc(N2CCCCS2(=O)=O)cc1)N1CCN(c2ccccc2F)CC1	-4	4	-6	7	15	-4	7	7	0
23	O=C1CCc2cc(S(=O)(=O)NC(C(=O)NCc3cccnc3)c3ccccc3)ccc2N1 (configuration not stated)	-4	2	-2	11	4	1	9	-7	4
24	Cc1sc2ncn(CC(=O)NCCCC(=O)N3CCN(Cc4ccc5c(c4)OCO5)CC3)c(=O)c2c1C	1	-1	-4	3	4	5	3	41	2
25	O=C(Nc1ccc(N2C(=O)C3C4C=CC(C4)C3C2=O)cc1Cl)c1cccs1 (configuration not stated)	-2	-2	-2	2	-2	-5	5	-1	-1
26	O=C(O)c1ccc2nnn(O)c2c1	4	1	-5	4	-3	0	-3	-3	3
27	O=C(COC(=O)c1ccc(O)cc1)NC(c1ccccc1)c1ccccc1	·	·	-1	·	17	10	1	3	·
28	CC(C)(C)OC(=O)N[C@@H](Cc1ccccc1)c1nnc(S(=O)(=O)Cc2cccc(F)c2)o1	-4	2	2	2	0	·	·	9	-14
29	CCc1ccccc1S(=O)(=O)Cc1ccc(C(=O)NC(C)C)o1	-2	1	2	0	8	1	1	16	11
30	CCOC(=O)C(NS(=O)(=O)c1ccc(Br)cc1)C(C)C (configuration not stated)	-5	0	-2	3	4	8	5	-4	-6
31	O/N=C/c1ccc2cccc(OCc3ccccc3)c2n1	-9	-4	7	0	-1	-1	2	13	0
32	CCSc1nc2c(c(=O)n1-c1ccc(F)cc1)SCC2	2	2	-2	-3	12	2	4	-1	-3
33	CC1CCN(S(=O)(=O)c2ccc(NC(=O)N3c4ccccc4Sc4ccccc43)cc2)CC1	-9	-9	-2	-8	0	1	-5	2	0
34	COCCCNC(=O)c1ccc(-c2csc(C)n2)cc1	8	5	-3	11	7	0	3	-3	6
35	CSc1ccc(CN2CCC(N3CC(C)OC(C)C3)CC2)cc1 (configuration not stated)	0	0	-3	-1	1	2	9	10	0
36	O=C(NC1CC2CCCC(C1)N2C(=S)NCCc1ccccc1)C1CC1 (configuration not stated)	1	1	-6	4	5	1	12	-3	-1
37	COc1ccc(S(=O)(=O)NCc2ccc(C)cc2)cc1	1	6	0	9	-1	12	7	-2	3
38	COc1ccc(C2/C=C\CN(S(=O)(=O)c3ccc(C)cc3)CC(=O)N2Cc2cccc(F)c2)cc1 (configuration not stated)	·	·	-1	·	0	0	2	·	·
39	COc1ccc(CC(=O)NNC(=O)c2cccs2)cc1OC	9	-3	-2	-2	0	2	5	-1	11
40	O=C(O)C1CCC(CNS(=O)(=O)c2ccccc2)CC1 (configuration not stated)	0	6	-1	3	5	4	6	-2	0
41	CC1(c2nnc(-c3ccc(F)cc3)o2)CC(c2ccc([N+](=O)[O-])cc2)=NO1 (configuration not stated)	5	2	-2	9	4	4	1	9	8
42	CNC(=O)CN(c1cc(C)ccc1OC)S(=O)(=O)c1ccc(C)cc1	3	-2	-5	2	5	1	13	1	0
43	COc1ccc(CC(=O)NNC(=O)c2ccccn2)cc1	-5	0	-2	-7	-3	2	4	7	12
44	COc1ccc(C(=O)NCc2nnc(SCC(=O)Nc3cc(C)on3)o2)cc1OC	2	0	-3	9	2	-1	3	17	-9
45	Cc1c(C(=O)N2CCCCC2)c(S(=O)(=O)N2CCC(C)CC2)c(C)n1C	-4	1	-4	3	4	7	7	-2	0
46	O=C(CNC(=O)c1ccccc1F)NCCN1C(=O)S/C(=C\c2ccc3c(c2)OCO3)C1=O	-10	0	2	1	-2	5	5	10	·
47	Nn1c(COc2cccc(Br)c2)nnc1SCC(=O)NCC1CCCO1 (configuration not stated)	0	-3	0	0	1	5	3	13	·
48	CCc1cc2ccc(C)cc2nc1SCC(=O)N1CCN(C(=O)c2ccco2)CC1	0	-1	-1	3	15	-3	3	-12	-12
49	Cc1ccc(S(=O)(=O)CCC(=O)NNC(=O)CN(C)S(=O)(=O)c2ccc(C)cc2)cc1	·	·	-4	·	0	4	10	10	·
50	Clc1ccc(/C=N/N2CCN(Cc3ccccc3)CC2)cc1	-2	5	-1	5	0	4	2	5	6
51	CSc1nnc2c3cc(F)ccc3n(Cc3ccccc3)c2n1	2	5	-1	7	-1	5	-2	7	1
52	COc1ccc(CCN(Cc2nc3ccccc3c(=O)[nH]2)C(=O)c2ccco2)cc1OC	-3	-3	-1	-2	-2	6	-6	0	-3
53	Cc1ccc(CN2CC(C(=O)NCCCSc3ccccc3)CC2=O)cc1 (configuration not stated)	8	1	3	12	6	6	4	-4	-3
54	COCCCN1C(=O)C(O)=C(C(=O)c2ccco2)C1c1cccc(Br)c1 (configuration not stated)	4	2	0	-4	-2	-1	8	-10	0
55	NC(=O)CC(NC(=O)c1cccc(Br)c1)c1ccc(N2CCC(N3CCCCC3)CC2)c([N+](=O)[O-])c1 (configuration not stated)	-1	-1	2	1	1	1	-2	2	-2
56	Cc1nn(-c2ccccc2)c(Cl)c1C1C(C#N)=C(N)Oc2n[nH]c(C)c21 (configuration not stated)	-4	-1	-25	-11	-5	-1	9	0	7
57	COc1ccc(C(=O)OCCN2CCOCC2)cc1OC	-3	-2	-2	-1	2	4	2	-4	10
58	O=C(/C=C/c1ccco1)N(Cc1ccc(F)cc1)C1CCS(=O)(=O)C1 (configuration not stated)	3	-1	0	-3	3	6	6	1	3
59	Cn1cnnc1SC1CCCCC1NS(=O)(=O)c1ccc(Cl)cc1 (configuration not stated)	-2	0	2	7	0	1	7	-8	4
60	CC(C)(C)OC(=O)CNC(=O)c1nc[nH]c1C(=O)NCc1ccccc1	3	-2	2	-2	-3	-6	-2	11	7
61	CCN(CC)S(=O)(=O)c1cc(C(=O)Nc2cc(Cl)ccc2N2CCN(C)CC2)ccc1Cl	-5	-4	-6	-8	-4	1	0	-1	-5
62	CCN(CC(=O)N1CCCC1)S(=O)(=O)c1ccc(Br)cc1	1	3	3	1	0	6	4	9	2
63	COc1cccc(OC)c1C(=O)OCC(=O)NC(=O)NCc1ccccc1	-5	1	-4	12	1	2	-1	4	0

An excerpt; count on the stated rates, not on these rows.
